# High-throughput results: PubChem BioAssay, several laboratories
# GC-B act: GC-B (human) receptor activation. AID 1920062. P20594. activation, % at 10 µM. hit rate 0.11% among 370,000. HEK293-GC-B cells, CNP EC30, cGMP TR-FRET; 0% at EC30 CNP, 100% saturating CNP;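 active means activation at 10 µM reaching about 35% in either raw or pattern-adjusted values, limit read from the data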
# HTRA1 inhibitor: blocks human HTRA1 serine peptidase; inhibition, % at 5.96 µM; hit rate 0.5% among 340,000; recombinant HTRA1, FP-rhodamine activity-based probe, fluorescence polarization; Q92743; in the data active means inhibition above about 36%;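 further: 0% = enzyme with DMSO and 100% = wells lacking enzyme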
# PRMT1 inh: blocks human protein arginine methyltransferase 1 | AID 652257 | recombinant PRMT1, activity-based probe fluorescence polarization | Q99873 | hit rate 1.3% among 370,000 | inhibition, % at 2.79 µM;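 active means inhibition above about 21% made by adding two undisclosed values, limit read from the data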
# Target sequence (Q99873 whole entry, looked up): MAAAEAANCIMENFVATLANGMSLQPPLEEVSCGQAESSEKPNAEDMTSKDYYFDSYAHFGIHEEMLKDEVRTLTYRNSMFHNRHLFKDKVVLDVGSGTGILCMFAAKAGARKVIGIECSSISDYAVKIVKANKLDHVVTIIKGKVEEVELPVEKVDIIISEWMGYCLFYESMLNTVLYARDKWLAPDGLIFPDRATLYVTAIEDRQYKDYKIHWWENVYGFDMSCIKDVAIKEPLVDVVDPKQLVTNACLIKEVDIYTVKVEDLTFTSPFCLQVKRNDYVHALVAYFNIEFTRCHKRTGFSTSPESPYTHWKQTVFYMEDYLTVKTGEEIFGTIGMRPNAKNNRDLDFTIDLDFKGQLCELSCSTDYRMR
# TCR CD3 inh: inhibitors of human TCR-CD3 interaction | TAMRA-labeled TCR probe fluorescence, biochemical | inhibition, % at 9.4 µM | hit rate 0.37% among 360,000; in the data active means inhibition above about 19%;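 further: recombinant mutant TCR 2C K166C tagged with TAMRA read by polarization; 0% = receptor in buffer alone and 100% = receptor with positive control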
# MBD2 inh: MBD2-methylated oligo binding inhibition; TR-FRET, MBD2 binding to methylated oligonucleotide; Q9UBB5; inhibition, % at 4.4 µM; hit rate 0.31% among 370,000; in the data active means inhibition above about 13%
# rCAG RNA binder: r(CAG) repeat RNA binding; TO-PRO-1 dye displacement fluorescence; inhibition, % at 3 µM; hit rate 1.3% among 370,000; AID 651821;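 active means inhibition above the plate cutoff, the mean of all test compounds on that plate plus 3 SD, cut at about 35% in these data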;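 further: 0% = DMSO alone and 100% = 100 µM mitoxantrone as full dye displacement; higher means more dye released from RNA so lower well fluorescence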
# ABHD4 inh: ABHD4 (mouse) inhibition, primary FP screen. Q8VD66. purified mABHD4, FP-Rh probe fluorescence polarization. inhibition, % at 8.92 µM. hit rate 0.54% among 370,000. AID 720543;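 active means inhibition exceeding the mean over every tested compound plus 3 SD, cut at about 30% in these data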;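 further: 0% = plate median of compound wells and 100% = S159A mutant with DMSO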
# Target sequence (Q8VD66 whole entry, looked up): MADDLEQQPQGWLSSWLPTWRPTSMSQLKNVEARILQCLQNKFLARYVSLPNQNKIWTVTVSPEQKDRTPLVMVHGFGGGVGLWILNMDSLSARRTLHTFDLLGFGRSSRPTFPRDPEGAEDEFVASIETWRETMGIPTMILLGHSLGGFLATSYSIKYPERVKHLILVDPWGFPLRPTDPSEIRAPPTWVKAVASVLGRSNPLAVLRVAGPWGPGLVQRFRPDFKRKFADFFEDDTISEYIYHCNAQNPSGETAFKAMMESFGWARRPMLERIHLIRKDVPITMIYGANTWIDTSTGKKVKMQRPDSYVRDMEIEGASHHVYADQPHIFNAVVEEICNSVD
#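 System: mouse ABHD4 enzyme, wild type / Medium: HEPES pH 7.0, NaCl, Pluronic buffer / Reagent: FP-Rh activity-based fluorescent probe / Control set: S159A mutant high control, sample median low control / Detection: fluorescence polarization with parallel and perpendicular emission, 525/598 nm / Schedule: 45 min + 60 min at 25 °C / Compound dosing: 8.92 µM, single dose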
# SIAE primary: blocks human sialic acid acetylesterase. SIAE FP-Rh probe binding, fluorescence polarization. hit rate 0.69% among 370,000. Q9HAT2. inhibition, % at 9.66 µM;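 active means inhibition above a cutoff: mean of compounds within the control limits plus 3 SD of those, cut at about 17% in these data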;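 further: 0% = plate median of compound wells and 100% = probe without SIAE protein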
# LEDGF integ inh: blocks HIV-1 LEDGF/p75-dependent DNA integration | TR-FRET IN-LEDGF/p75 DNA integration, Eu/Cy5 | inhibition, % at 3.7 µM | hit rate 0.64% among 370,000;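 active means inhibition above the screen-wide mean plus 3 SD, cut at about 13% in these data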;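 further: signal is the Cy5 over europium emission ratio at 671 and 618 nm; 0% = plate median of compound wells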
# TDP2 inh: blocks human TDP2 phosphodiesterase activity. O95551. recombinant TDP2, T5PNP hydrolysis, p-nitrophenol absorbance 415 nm. inhibition, % at 12.8 µM. hit rate 0.34% among 370,000;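 active means inhibition above the mean of all tested compounds plus 3 SD, set per campaign, cut at about 25% in these data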;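 further: 0% = DMSO with enzyme and 100% = buffer with substrate but no TDP2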
# Target sequence (O95551 whole entry, looked up): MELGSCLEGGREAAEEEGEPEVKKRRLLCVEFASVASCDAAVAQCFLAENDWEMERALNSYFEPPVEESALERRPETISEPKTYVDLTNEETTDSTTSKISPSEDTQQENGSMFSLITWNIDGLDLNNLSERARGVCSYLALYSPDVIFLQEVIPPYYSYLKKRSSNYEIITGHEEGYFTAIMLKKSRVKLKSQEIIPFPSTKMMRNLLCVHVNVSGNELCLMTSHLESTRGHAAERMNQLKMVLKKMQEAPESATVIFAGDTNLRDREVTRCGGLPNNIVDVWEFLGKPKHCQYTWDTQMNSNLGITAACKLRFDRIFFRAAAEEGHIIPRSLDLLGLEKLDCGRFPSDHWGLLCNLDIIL
#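 test system = human TDP2 enzyme | input = TDP2 enzyme at 120 nM final | medium = 50 mM Tris-HCl pH 7.5 with Mg2+, KCl, DTT, BSA | also added = T5PNP substrate, 5 mM | times = 2 h at 37 °C | technique = epi absorbance | benchmarks = high control without enzyme, low control DMSO plus TDP2 | replication = each compound tested once, singlicate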
# * hit, by the source's call; . = no result given. The list is partial (hit frequency here may not be typical).
1: CN(Cc1cn(C)nc1-c1ccc(Oc2ccccc2)cc1)C1CCOC1 (centres undefined)
2: COc1ccc(Cc2nc3ccc(C(=O)NCCc4ncccc4C)cc3o2)cc1OC
3: CCOc1cc(C(=O)OCc2cc(=O)n3c(C)csc3n2)ccc1OC
4: Cc1cc(NC(=O)CSc2nnc3ccc(-c4ccccc4)nn23)no1
5: CCN(C(=O)COC(=O)CSc1ccccc1)c1c(N)n(Cc2ccccc2)c(=O)[nH]c1=O
6: Cc1ccc(C)n1-c1nn(S(=O)(=O)c2ccccc2)c2cccc(F)c12
7: COC(=O)c1ccn(CSc2cc(Cl)ccc2Cl)n1
8: CCOC(=O)[C@]12CCC=C1N(Cc1ccco1)C(=O)[C@H](CC(=O)NCCC(C)C)C2
Compound	1	2	3	4	5	6	7	8
GC-B act	3	1	6	-4	2	-5	-8	5
HTRA1 inhibitor	0	-3	1	5	4	.	-2	.
PRMT1 inh	-4	-2	11	2	-6	-1	-8	-4
TCR CD3 inh	3	1	-4	-5	5	2	3	0
MBD2 inh	2	-4	3	0	-1	2	-3	8
rCAG RNA binder	2	3	-2	1	-3	0	-1	3
ABHD4 inh	-2	3	6	10	1	-14	4	4
SIAE primary	5	-6	13	0	-13	-11	-2	-1
LEDGF integ inh	2	1	-2	-6	2	8	4	0
TDP2 inh	3	5	3	-1	-2	-15	-6	-9

# Overlap with the part before: 4 entries, then new ones.
5: CCN(C(=O)COC(=O)CSc1ccccc1)c1c(N)n(Cc2ccccc2)c(=O)[nH]c1=O
6: Cc1ccc(C)n1-c1nn(S(=O)(=O)c2ccccc2)c2cccc(F)c12
7: COC(=O)c1ccn(CSc2cc(Cl)ccc2Cl)n1
8: CCOC(=O)[C@]12CCC=C1N(Cc1ccco1)C(=O)[C@H](CC(=O)NCCC(C)C)C2
9: C=CCSc1nnc(NC(=O)Cc2ccc(OC)c(OC)c2)s1
10: CCCOc1ccc(N2C(=O)C/C(=C\c3ccccc3)C2=O)cc1
11: O=CNc1ccc2c3c(cccc13)-c1ccccc1-2
12: O=C(N/N=C/c1cccc([N+](=O)[O-])c1)c1cc(-c2ccc3c4c(cccc24)CC3)n[nH]1
13: O=C(OCc1ccccc1)c1ccccc1O
14: Cc1ccc(S(=O)(=O)c2nc(-c3ccccc3Cl)oc2N(C)C)cc1
15: CCOC(=O)C(NC(=O)CC)(Nc1nc2c(s1)CCCC2)C(F)(F)F (centres undefined)
16: CC1CCN(Cc2c(C(=O)O)nnn2-c2nonc2N)CC1
Compound	5	6	7	8	9	10	11	12	13	14	15	16
GC-B act	2	-5	-8	5	-1	-1	-3	-3	5	-1	-3	.
HTRA1 inhibitor	4	.	-2	.	4	.	-11	-8	.	-23	1	1
PRMT1 inh	-6	-1	-8	-4	2	0	2	-2	7	5	1	5
TCR CD3 inh	5	2	3	0	6	2	-4	-6	-6	-7	6	-1
MBD2 inh	-1	2	-3	8	-1	1	-4	-5	6	2	0	1
rCAG RNA binder	-3	0	-1	3	-5	0	6	7	-1	-2	-1	-2
ABHD4 inh	1	-14	4	4	2	-1	-3	-6	-11	1	4	0
SIAE primary	-13	-11	-2	-1	1	-3	-9	-1	3	-1	-2	-3
LEDGF integ inh	2	8	4	0	3	-2	-3	-2	2	-8	3	-6
TDP2 inh	-2	-15	-6	-9	-2	-5	-10	-1	-8	-13	13	6

17: COc1ccc(Br)cc1C(=O)NC(=S)Nc1ccc(Cl)c(C(=O)O)c1
18: COC(=O)[C@]12C[C@H](CC(=O)N3CCCCC3)C(=O)N(Cc3cccc4ccccc34)C1=C[C@H](COCc1ccccc1)O[C@@H]2C
19: O=C(CSC1=NS(=O)(=O)c2ccccc2N1)NCc1ccc(F)cc1
20: CCOC(=O)Nc1ccc(S(=O)(=O)N(C)C(C)C)cc1
21: O=C(COC(=O)C1CCC1)NCc1ccccc1Cl
22: CC1(C)c2[nH]c3ccccc3c2C[C@H]2C(=O)N(Cc3cccc(F)c3)C(=O)N21
23: CC(=O)Nc1ccc(NS(=O)(=O)c2cn(C)c(=O)n(C)c2=O)cc1
24: COc1ccc(CCn2c(N3CCOCC3)nc3c2c(=O)[nH]c(=O)n3C)cc1
Compound	17	18	19	20	21	22	23	24
GC-B act	4	-3	-1	0	1	10	4	-4
HTRA1 inhibitor	-17	.	-1	0	1	-32	1	7
PRMT1 inh	1	2	-1	1	0	-1	-2	-2
TCR CD3 inh	4	.	6	1	-2	1	-1	7
MBD2 inh	-1	-5	-4	0	2	0	-1	-4
rCAG RNA binder	18	9	9	-5	-1	2	3	-3
ABHD4 inh	-15	2	-4	5	0	-16	0	1
SIAE primary	-7	2	1	13	-1	2	4	2
LEDGF integ inh	-3	1	0	-3	0	-1	1	2
TDP2 inh	-13	1	8	14	10	-1	-1	4

# Copied from the entries so far, two compounds:
23: CC(=O)Nc1ccc(NS(=O)(=O)c2cn(C)c(=O)n(C)c2=O)cc1
24: COc1ccc(CCn2c(N3CCOCC3)nc3c2c(=O)[nH]c(=O)n3C)cc1
Compound	23	24
GC-B act	4	-4
HTRA1 inhibitor	1	7
PRMT1 inh	-2	-2
TCR CD3 inh	-1	7
MBD2 inh	-1	-4
rCAG RNA binder	3	-3
ABHD4 inh	0	1
SIAE primary	4	2
LEDGF integ inh	1	2
TDP2 inh	-1	4

# Continued.
25: CC1CCCCC1NC(=O)Cn1ncc2ccccc21 (centres undefined)
26: CCOC(=O)N1CCN(S(=O)(=O)c2cc(Cl)c(OC)cc2Cl)CC1
27: CCCCCNC(=O)Cc1cc(=O)[nH]c(=O)[nH]1
28: Cc1nc(Cl)nc(N(C)c2ccccc2)c1[N+](=O)[O-]
29: O=C(CC1SC(=O)N(c2ccccc2)C1=O)Nc1cccc2ccccc12 (centres undefined)
30: O=C(c1cccc(NS(=O)(=O)c2ccc(F)c(F)c2)c1)N1CCN(C(c2ccccc2)c2ccccc2)CC1
31: Cc1ccc(C2(C)NC(=O)N(CC(=O)Nc3ccc4c(c3)OCO4)C2=O)cc1 (centres undefined)
32: COc1ccc(CN2CCN(C)CC2)cc1OCc1ccccc1
Compound	25	26	27	28	29	30	31	32
GC-B act	-4	6	5	0	2	3	1	1
HTRA1 inhibitor	4	2	0	6	-5	-8	-4	4
PRMT1 inh	-3	-1	3	4	9	-1	-3	1
TCR CD3 inh	9	-2	4	8	-3	-5	0	3
MBD2 inh	-4	-3	-3	4	-2	1	1	6
rCAG RNA binder	2	2	4	1	25	12	1	-2
ABHD4 inh	1	-1	2	-6	-8	6	-5	-5
SIAE primary	3	4	6	4	-8	-57	-8	-9
LEDGF integ inh	3	1	0	2	4	-2	2	-5
TDP2 inh	2	-13	0	-12	-2	-2	0	6

33: CN(C)/C=C/C(=O)/C=C/c1ccc(Cl)cc1Cl
34: O=c1c(Cl)c(N/N=C/c2ccc(Br)cc2)cnn1-c1ccccc1
35: Nc1ccc(SCc2cccnc2)cc1
36: CCN(CC)c1ccc(NC(=O)C2CCC(CNc3c(N4CCCC4)c(=O)c3=O)CC2)c(C)c1 (centres undefined)
37: COC(=O)c1nn(C)c(=O)[nH]c1=O
38: O=C(O)CCCn1cc(NC(=O)COc2ccc(F)cc2)cn1
39: Cc1ccc2c(c1)CN1CN2Cc2cc(C)ccc21
40: COc1ccc(-c2cc(C(=O)Nc3c(C)n(C)n(-c4ccccc4)c3=O)c3ccccc3n2)cc1OC
Compound	33	34	35	36	37	38	39	40
GC-B act	-1	3	3	-1	-1	2	-6	5
HTRA1 inhibitor	20	-18	6	2	0	2	0	-9
PRMT1 inh	-1	2	5	-3	6	2	5	5
TCR CD3 inh	4	7	4	14	2	0	-5	-7
MBD2 inh	-3	-5	-6	-3	8	-2	5	1
rCAG RNA binder	17	6	2	-4	3	1	-3	5
ABHD4 inh	6	-5	-1	-1	-2	4	-15	0
SIAE primary	-3	-31	2	0	-4	1	-3	-1
LEDGF integ inh	1	-1	0	0	-3	-5	2	-1
TDP2 inh	-12	3	6	7	3	14	-15	-2

41: CCOC(=O)C1CCN(C(=O)CSc2nccc(C)n2)CC1
42: CC1(C)CC(=O)C=C(Nc2ccc3c(c2)OCCO3)C1
43: COC(=O)[C@]12CCCCC=C1N(Cc1ccco1)C(=O)[C@H](CC(=O)N1CCOCC1)C2
44: Cc1ccc(NC(=O)CCNS(=O)(=O)c2cccs2)cc1F
45: O=C(Nc1ccc(Cc2ccncc2)cc1)C1CC1
46: CC(C)(C)c1cc2nc(NCc3cccc(Cl)c3)ccn2n1
47: CCCCN(c1nc2ccccc2nc1Cl)S(=O)(=O)c1ccc(C)cc1
48: Cc1nc2cc(-c3ccc(Cl)cc3)nn2c(NCCN(C)C)c1C
Compound	41	42	43	44	45	46	47	48
GC-B act	1	0	2	7	7	0	5	-1
HTRA1 inhibitor	1	2	.	-8	1	.	-24	3
PRMT1 inh	5	2	-5	2	-2	2	0	-3
TCR CD3 inh	2	2	-1	0	-3	1	-3	3
MBD2 inh	-4	1	1	-3	1	1	3	4
rCAG RNA binder	4	2	5	0	2	0	-2	-3
ABHD4 inh	-1	-1	4	-4	-2	-8	-6	5
SIAE primary	-1	2	14	-3	-6	-3	-6	2
LEDGF integ inh	-4	4	0	-3	2	2	-4	0
TDP2 inh	-4	1	6	1	-15	2	-4	-1

49: S=c1[nH]nc(Cc2noc3ccccc23)n1-c1ccccc1
50: CC(C)c1[nH]nc2c1C(c1ccc(OC(=O)c3ccco3)cc1)C(C#N)=C(N)O2 (centres undefined)
51: Cc1ccc(C)c(OCCC(=O)Nc2cc(S(=O)(=O)N3CCCCC3)ccc2C)c1
52: CCCN(C(=O)c1cn(-c2ccccc2)nc1-c1ccc(OC)cc1)C1CCS(=O)(=O)C1 (centres undefined)
53: O=C(COc1ccccc1)OC(C(=O)c1ccccc1)c1ccccc1 (centres undefined)
54: CCOc1ccc2nc(N/C(N)=N/C(=S)Nc3cccc(C)c3)nc(C)c2c1
55: Brc1ccc(CNCC2CCCO2)cc1 (centres undefined)
56: COc1cccc(OCC(=O)NC2CCS(=O)(=O)C2)c1 (centres undefined)
57: COC(=O)c1ccc(C2c3c(oc4ccc(Cl)cc4c3=O)C(=O)N2CCN2CCOCC2)cc1 (centres undefined)
58: Cc1nnsc1C(=O)N/N=C/c1ccccc1
Compound	49	50	51	52	53	54	55	56	57	58
GC-B act	0	-3	6	-1	0	1	-1	-2	-7	0
HTRA1 inhibitor	-1	-3	-25	-9	-19	-6	-10	-2	-7	-1
PRMT1 inh	1	2	0	3	0	-5	2	-4	3	-1
TCR CD3 inh	-2	8	2	-5	9	-3	6	8	2	4
MBD2 inh	3	2	3	1	11	-2	9	2	3	4
rCAG RNA binder	2	-2	2	-2	-3	18	0	0	6	1
ABHD4 inh	4	2	-3	-17	-11	-7	-2	-6	0	3
SIAE primary	-1	-1	-3	-2	3	-3	-3	-2	3	3
LEDGF integ inh	-4	1	-3	-7	3	0	3	4	1	-2
TDP2 inh	9	-2	3	-13	17	0	-7	17	5	3
